# Source: PubChem (several laboratories)
# GalR3 antagonist: human GalR3 antagonism. O60755. HEK293 GalR3-CNG cAMP membrane potential fluorescence; galR3 body fused to GalR1 C-terminus. inhibition, % at 3 µM. 360,000 compounds, 0.44% hits;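 active = inhibition above the screen-wide average plus 3 SD, cut at about 13% in these data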;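 also: forskolin and galanin both at EC90 stimulate the cells; cAMP rise reported by CNG channel membrane potential dye signal; 0% = forskolin plus galanin with DMSO and 100% = forskolin alone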
# Target sequence (O60755 1-299 limits assumed): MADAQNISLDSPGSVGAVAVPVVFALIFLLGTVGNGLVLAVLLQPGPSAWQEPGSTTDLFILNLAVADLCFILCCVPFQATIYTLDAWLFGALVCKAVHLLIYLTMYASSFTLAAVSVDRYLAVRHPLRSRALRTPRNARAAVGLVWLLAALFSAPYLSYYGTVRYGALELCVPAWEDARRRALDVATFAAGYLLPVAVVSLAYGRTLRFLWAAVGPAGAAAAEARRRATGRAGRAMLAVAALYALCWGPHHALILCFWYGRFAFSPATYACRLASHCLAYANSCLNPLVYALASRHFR
# p-CIP stab down: compounds decreasing mouse p/CIP protein stability. 290,000 compounds, 0.01% hits. decrease of EGFP signal, % at 10 µM. AID 1984. F442A p/CIP-EGFP cells, EGFP fluorescence, 16 h. Q05BA5;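 active = EGFP signal decrease of at least 30% at 10 µM or well 3 SD below plate mean, unless failing retest; inactive = the rest, including hits failing retest or dose response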; also: some compounds called inactive have numbers as strong as hits; many of its hits are not listed in these tables
# VIM-2 inh: blocks Pseudomonas aeruginosa VIM-2 metallo-beta-lactamase | inhibition, % at 5.6 µM | 290,000 compounds, 0.89% hits | purified VIM-2, nitrocefin hydrolysis, epi-absorbance fluorescence;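 active = inhibition above the mean of all tested compounds plus 3 SD, cutoff set per screening run, cut at about 7.5% in these data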;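 also: red hydrolysis product quenches plate fluorescence so inhibitors raise well fluorescence; 0% = enzyme with DMSO and 100% = DMSO without enzyme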
# IDE act: boosts human insulin-degrading enzyme activity in HEK cells. P14735. FAbeta-B cleavage, fluorescence polarization; 0% vehicle, 100% cell-free pure enzyme wells. activation, % at 5.96 µM. 340,000 compounds, 0.073% hits. AID 493087;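 active = activation above the mean of all tested compounds plus 3 SD, set per screening campaign, cut at about 17% in these data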
# UBC9 SUMO inh: blocks human SUMOylation mediated by UBC9. P63279. HTRF SUMOylation assay, SAE1/SAE2 + UBC9, in vitro. inhibition, % at 35 µM. 290,000 compounds, 0.36% hits. AID 2006; in the data active = inhibition above about 50%, passing the limit was not always enough; also: strong numbers were not always called active
# Target sequence (P63279 whole entry, looked up): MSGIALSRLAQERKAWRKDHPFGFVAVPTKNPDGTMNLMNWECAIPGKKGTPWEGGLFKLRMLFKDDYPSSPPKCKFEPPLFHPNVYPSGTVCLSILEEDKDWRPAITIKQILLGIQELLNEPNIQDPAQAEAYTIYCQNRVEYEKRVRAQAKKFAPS
# IDE inh: cellular human IDE inhibition. P14735. HEK cells, FAbetaB cleavage, fluorescence polarization. inhibition, % at 5.59 µM. 320,000 compounds, 0.41% hits;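 active = percent inhibition above the average of all tested compounds plus 3 SD, set per screening campaign, cut at about 16% in these data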;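 also: IDE supplied by intact live HEK cells; FP after avidin binding of uncleaved biotin substrate so inhibition keeps polarization high; 0% = DMSO wells and 100% = 60 µM reference IDE inhibitor Ii1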
# CRFBP-R2 block: antagonists of CRF-binding protein/CRF-R2 receptor complex | HEK293 CRF-R2/CRF-BP, CRF-induced calcium fluorescence | inhibition, % at 11.8 µM | 350,000 compounds, 0.59% hits | AID 588475;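 active = inhibition of the ligand-induced calcium signal above about 50% at the single tested concentration, limit read from the data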
# IMP-1 inhibitor: blocks Pseudomonas aeruginosa IMP-1 metallo-beta-lactamase; purified IMP-1, nitrocefin hydrolysis, epi-absorbance fluorescence; inhibition, % at 5.6 µM; 290,000 compounds, 0.45% hits;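 active = inhibition above the mean plus 3 SD of all compounds in the same screening run, cut at about 4.5% in these data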;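 also: 0% = IMP-1 with DMSO and 100% = DMSO wells lacking enzyme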
#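 System: Purified IMP-1 | Read-out basis: Percent enzyme inhibition | Controls: IMP-1 with DMSO as 0%, enzyme-free DMSO as 100% | Replicates: One well per compound | Doses: 5.6 µM nominal single concentration | Detection: Epi-absorbance fluorescence, 480 nm excitation, 530 nm emission | Incubation: 25 °C, 15 min preincubation, 25 min reaction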
# HCV NS3 hel inh: inhibitors of Hepatitis C virus NS3 helicase; 290,000 compounds, 0.56% hits; AID 1800; inhibition, % at 10.9 µM; NS3 helicase DNA unwinding, Cy5 molecular beacon fluorescence;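 active = inhibition above the mean of all tested compounds plus 3 SD, set per campaign, cut at about 35% in these data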;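 also: 0% = DMSO wells and 100% = thioflavine S control wells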
#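 Test system: hepatitis C virus NS3 helicase domain fragment enzyme. Also added: annealed dual-labelled DNA beacon duplex, ATP-started. Timing: 60 min unwinding reaction at 25 °C after ATP addition. Technique: Cy5 fluorescence. Measure: % inhibition of unwinding.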
# Active calls of the source: *; . = no result given.
SMILES,GalR3 antagonist,p-CIP stab down,VIM-2 inh,IDE act,UBC9 SUMO inh,IDE inh,CRFBP-R2 block,IMP-1 inhibitor,HCV NS3 hel inh
CCCCCCNC(=O)CC(NS(=O)(=O)c1ccc(NC(C)=O)cc1)C(C)C (stereo not given),-6,-15,-0.4,4,20,1,-24,1.0,11
COc1cccc(-n2c(CN3CCN(c4cccc(C)c4)C(C)C3)nc3ccc([N+](=O)[O-])cc3c2=O)c1 (stereo not given),1,8,-1.6,1,-8,2,-11,-1.6,10
COc1ccc(N2C(=O)N(Cc3ccc(C)cc3)c3ccccc3S2(=O)=O)cc1,.,6,-7.8,3,-1,2,-17,-5.8,5
COc1ccc(N/N=C(/N=Nc2nc(C)cc(=O)[nH]2)c2ccccc2)cc1,-2,-4,-6.8,9,-5,3,57*,-3.5,-4
O=C(NCCc1csc(-c2ccccc2)n1)c1ccco1,-2,-8,-1.7,5,27,5,-2,-1.5,-7
CCOc1ccc(-c2nnn(CC(=O)NCc3cccs3)n2)cc1,-1,1,-3.5,4,22,-2,-4,-2.3,9
CCn1c(-c2ccccc2)c(C(=O)CCl)c2ccccc21,-2,9,-1.9,-2,11,5,-5,-1.7,-3
CC(=O)NCCNC(=O)c1ccc(-n2c(C)ccc2C)cc1,5,11,-4.3,7,6,2,14,-1.6,2
CCOC(=O)CSC1=C(C#N)C(c2ccco2)C(C(=O)OCc2ccccc2)=C(C)N1 (stereo not given),.,-7,-2.1,1,-13,5,-38,-0.1,3
Cc1cc(NC(=O)c2cccs2)no1,-1,-10,-2.7,0,19,-6,1,-2.2,-3
O=C(N/N=C/c1cc(Br)c(O)c(Br)c1)c1cc2c(ccc3ccccc32)o1,-1,-13,-0.7,0,32,.,-110,-1.9,13
COc1cc(/C=C/C(=O)c2ccc(NS(=O)(=O)c3ccc(C)cc3)cc2)ccc1OC(F)F,1,-26,-0.7,3,-7,-9,-33,-2.9,-14

# Reprinted at random: four compounds from above.
SMILES,GalR3 antagonist,p-CIP stab down,VIM-2 inh,IDE act,UBC9 SUMO inh,IDE inh,CRFBP-R2 block,IMP-1 inhibitor,HCV NS3 hel inh
O=C(N/N=C/c1cc(Br)c(O)c(Br)c1)c1cc2c(ccc3ccccc32)o1,-1,-13,-0.7,0,32,.,-110,-1.9,13
CCOC(=O)CSC1=C(C#N)C(c2ccco2)C(C(=O)OCc2ccccc2)=C(C)N1 (stereo not given),.,-7,-2.1,1,-13,5,-38,-0.1,3
COc1cc(/C=C/C(=O)c2ccc(NS(=O)(=O)c3ccc(C)cc3)cc2)ccc1OC(F)F,1,-26,-0.7,3,-7,-9,-33,-2.9,-14
Cc1cc(NC(=O)c2cccs2)no1,-1,-10,-2.7,0,19,-6,1,-2.2,-3

# The results go on.
SMILES,GalR3 antagonist,p-CIP stab down,VIM-2 inh,IDE act,UBC9 SUMO inh,IDE inh,CRFBP-R2 block,IMP-1 inhibitor,HCV NS3 hel inh
O=C(COC(=O)COc1ccc(Br)cc1)NCCC1=CCCCC1,-6,4,0.4,-2,-7,0,13,-3.5,-3
CC(=O)Nc1nonc1-c1ccccc1,0,-11,-2.2,-1,14,3,-5,-2.5,-3
CN(CC(=O)NC(=O)NCc1ccco1)Cc1nc2ccccc2c(=O)[nH]1,-7,-11,-3.9,1,27,6,-12,-1.2,9
Cc1ccc(-c2n[nH]c(=S)n2/N=C/c2ccc(C(=O)O)cc2)cc1,-3,-11,18*,4,-8,-4,2,-4.1,-4
CCCCC(NS(=O)(=O)c1ccc(OC)cc1)C(=O)O (stereo not given),-3,-2,-1.1,5,3,-8,-2,-2.2,-6
Cc1c(C(=O)NCc2ccco2)oc2c(F)cccc12,-6,.,.,4,.,-2,2,.,.
COc1ccc(S(=O)(=O)Nc2ccccc2N2CCOCC2)cc1[N+](=O)[O-],-7,5,-0.3,1,-13,3,11,-2.3,-6
CC(=O)c1c(C)[nH]c(C(=O)COC(=O)c2cccnc2Cl)c1C,0,.,.,2,.,-3,2,.,.
CC1CCc2c(sc3nc(CN4CCOCC4)nc(NS(=O)(=O)c4cccc([N+](=O)[O-])c4)c23)C1 (stereo not given),-3,-1,-1.3,1,-8,-1,21,-1.4,-9
Cc1ccc(-c2nnc(Nc3ccc(O)cc3)c3ccccc23)cc1S(=O)(=O)NCCO,0,0,1.0,1,2,.,-4,-3.9,6
C=CCn1c(-c2cc(Cl)ccc2OC)n[nH]c1=S,-4,-1,-3.1,-1,9,8,2,-4.0,1
O=C1CCCC2=C1C(c1ccccn1)Nc1ccc(C(=O)c3ccccc3)cc1N2 (stereo not given),-3,2,-2.2,0,15,-3,-5,-3.9,7
Cc1ccnc(NS(=O)(=O)c2cc([N+](=O)[O-])ccc2C)c1,1,-7,-1.4,1,9,-2,6,-2.4,-30
O=c1c2ccccc2nc(SCc2cc(F)ccc2F)n1C1CCCC1,-6,6,0.5,6,-20,-7,-14,1.6,-2
O=C(O)C1(c2ccccc2)CCN(S(=O)(=O)c2cccc(Cl)c2)CC1,-7,3,-3.9,6,3,2,14,-3.8,6
COc1ccc2cc(C3OCCO3)c(Cl)nc2c1,-3,-1,-2.0,0,7,1,-3,-2.1,5
COCCCn1c(SCC(=O)NC2CCCCC2)nnc1-c1ccco1,-9,-1,-0.5,2,3,-1,-11,-1.0,7
COc1ccc(Nc2nc(-c3cccs3)cs2)c(OC)c1,-3,-2,-0.5,-4,8,7,-13,-1.9,0
CCCc1ccc(C(C)NC(=S)NCc2ccc(F)cc2)cc1 (stereo not given),0,-16,-2.9,5,3,0,-66,-3.0,-8
CC(C)(C)NC(=O)CN(CC1CCCO1)C(=O)CNS(=O)(=O)c1ccc(F)cc1 (stereo not given),-6,-16,1.1,-2,5,2,-6,-1.6,-1
Cc1ccc(N2CC(C(=O)N3CCC(C(=O)Nc4nnc(C(C)(C)C)s4)CC3)CC2=O)cc1 (stereo not given),-8,-3,-1.9,6,0,0,-9,-1.7,-4
Cc1c(Cl)ccc2sc(N3CCN(C(=O)C4=COCCO4)CC3)nc12,-2,.,.,-5,.,5,0,.,.
CCn1ncc(C2=NOC(C(=O)Nc3ccccc3C(=O)OC)C2)c1C (stereo not given),-6,-18,-2.3,0,19,2,3,-3.0,2
CCN(C(=O)CN1CCN(S(=O)(=O)c2cc(Cl)ccc2Cl)CC1)c1c(N)n(Cc2ccccc2)c(=O)[nH]c1=O,4,-3,-4.0,7,0,0,5,-3.9,4
CCN(CC(=O)Nc1cccc(S(=O)(=O)N2CCCC2)c1)CC(=O)Nc1ccccc1OC,-4,-9,-5.0,3,12,-2,-6,-3.0,6
O=C(Nc1nc(-c2ccccc2)c(C(=O)c2ccccc2)s1)c1ccc(S(=O)(=O)N2CCCCC2)cc1,1,-10,-2.9,-2,3,5,8,-0.7,12
Cc1ccc(/C=N/Nc2ccnc3cc(Cl)ccc23)c(C)c1,-6,-1,-2.0,-8,-5,8,-9,-3.0,-36
COC(=O)c1ccc2c(=O)[nH]c(COC(=O)CCC(=O)c3ccc(Cl)cc3)nc2c1,0,.,.,0,.,-7,2,.,.
CCN(CC(=O)Nc1cc(Cl)ccc1C)C(=O)CCS(=O)(=O)c1ccc(Cl)cc1,-3,-8,-1.6,0,-1,-3,-4,-2.1,1
Cc1nnc(SCC(=O)N2CCN(c3ccccc3)CC2)n1C1CC1,-3,.,.,3,.,2,1,.,.
Cn1c(=O)c2c(nc(N3CCCC3)n2C)n(C)c1=O,-9,-9,1.3,4,11,1,1,-1.4,7
Cc1nc2nc(SCC(=O)NCCCN3CCOCC3)nn2c(C)c1Cc1ccccc1,-3,1,0.9,1,8,4,2,-5.5,-3
Brc1ccc(/C=N/n2cnnc2)s1,-5,-10,-2.4,1,20,3,5,-1.8,1
CCCCN(CCCC)CC1OCc2ccccc2CO1,-7,-6,-6.9,2,-3,-1,-11,-1.5,2
COc1ccc(C(C#N)=C2C=CC(=NO)C=C2)cc1,-5,-11,-0.1,-3,26,-4,-8,-2.0,-2
O=C(Nc1ccc(C(=O)N2CCCC2)cc1)c1ccc(F)cc1Cl,-3,-5,-0.2,-5,9,3,-2,-3.1,9
COC(=O)c1ccc2c(=O)n(CCN3CCOCC3)c(SCC(=O)Nc3ccc(OC)cc3OC)nc2c1,-7,0,-1.6,-2,6,-2,9,-0.6,-1
O=S(=O)(N/N=C\c1cccn1-c1ccccc1)c1ccc2ccccc2c1,-2,-5,-6.1,-2,5,-6,-25,-1.9,2
O=C(OCC(=O)N1CCCC1=O)c1ncc(Cl)c(Cl)c1Cl,-3,.,.,0,.,2,-6,.,.
CCCCNC(=O)C1CCC(CNS(=O)(=O)c2ccc(C)cc2)CC1 (stereo not given),1,-15,2.2,3,9,-4,-18,-3.2,4
O=S(=O)(Nc1ccc(-c2cn3c(n2)SCC3)cc1)c1cccs1,-3,11,-0.8,4,-12,1,1,-3.8,17
CC(C)C(NC(=O)/C=C/c1cccc([N+](=O)[O-])c1)C(C)C,-3,7,0.1,4,20,5,-8,-1.2,5
CCCc1cc(-c2ccc3c(c2)COc2c4ccccc4nn2-3)on1,-4,.,.,-8,.,4,3,.,.
COc1ccc(C(=O)Nc2ccc(Cl)cc2C(=O)NCc2ccco2)cc1OC,-1,-6,-2.0,-2,17,3,-14,-2.9,-11
COc1cc(CNC2CCCc3ccccc32)cc(OC)c1OC (stereo not given),-4,-11,-4.7,2,-7,-7,4,-2.4,1
CC1CC(C)CN(C(=O)CCNS(=O)(=O)c2cccs2)C1 (stereo not given),2,7,-3.3,-1,-4,-1,-21,-1.3,0
CN(C(=O)COC(=O)c1ccc([N+](=O)[O-])cc1)c1ccccc1,-7,10,-3.5,3,0,6,-14,-1.4,11
CC(C)C(=O)Nc1nc(-c2ccc3c(c2)CCN3C(=O)C2CC2)cs1,-8,-6,0.6,-2,-6,-1,-19,-3.6,-8
Cn1c(Nn2cnnc2)nc2ccccc21,1,0,-1.1,1,18,1,13,-3.0,5
Cn1cc(Br)c(-c2cccc(NC(=O)CC(C)(C)CC(=O)O)c2)n1,-2,-1,-1.9,-27,9,10,-4,-2.9,-3
COc1ccc(N2CCN(C(=O)c3ccccc3NS(=O)(=O)c3ccccc3)CC2)cc1,-3,-11,-1.7,2,6,-1,6,-0.4,6
CCCn1c(=O)c(C(=O)NCCc2ccccc2)c(O)c2ccccc21,-11,-14,-2.2,-1,4,-7,1,-4.3,-11
O=C(O)/C=C/C(=O)Nc1ccc(SC(F)(F)C(F)(F)C(F)(F)F)cc1,-5,0,-2.5,-2,4,8,5,-3.4,-5
Cc1cc(C)nc(NC(=O)c2ccc(Cl)cc2[N+](=O)[O-])c1,-4,9,-4.1,3,-7,-8,-11,-3.9,-3
COCCCNC(=O)CCCOc1ccccc1,-6,-13,0.1,0,-4,6,22,-0.2,5
CCOC(=O)C[C@H]1c2ccccc2S(=O)(=O)N1Cc1ccc(Cl)cc1,-6,.,.,-1,.,0,6,.,.
COc1ncnc2c1N=C1CC(C)(C)CC(N)=C1S2,-5,-9,-3.6,-3,-12,-4,-7,-3.6,-4
